# Screens: PubChem BioAssay, National Center for Advancing Translational Sciences (NCATS)
# TGFb inhibitor: TGF-b pathway inhibition; Potency, µM (highest dose often 46.1 µM), inactives show top-dose activity, negative = inhibition, usual class: inhibitors; AID 588855; 1.2% of 410,000 active; HepG2 CAGA-GFP TGF-b/SMAD3 reporter, GFP fluorescence, 18 h; TGF-beta stimulated, 500 pg/mL final; also: potency is read from the fitted curve at half-maximal effect; % is scaled to controls: 0 for no effect and ±100 for the full control effect; nearly all actives have a fitted effect of over 65% in size
#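 Per well, imaged GFP fluorescence of HEPG2 CAGA-GFP cells gives the signal; cells get compound, then TGF-beta (500 pg/mL final), 18 h at 37 degrees C; %Activity versus -TGF-beta and +DMSO controls.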
# EPAC2 antag: antagonists of human EPAC2; EPAC2 GEF exchange of Rap1B-BODIPY-GDP, fluorescence; Potency, µM (titrated, usually from 114 µM), for inactives: at the top dose activity, negative = inhibition, hits mostly inhibitors; 0.18% of 360,000 active; also: potency is read from the fitted curve at half-maximal effect; % is scaled to controls: 0 for no effect and ±100 for the full control effect; nearly all actives have a fitted effect of over 45% in size; many of its hits are not listed in these tables
# Target sequence (Q8WZA2 whole entry, looked up): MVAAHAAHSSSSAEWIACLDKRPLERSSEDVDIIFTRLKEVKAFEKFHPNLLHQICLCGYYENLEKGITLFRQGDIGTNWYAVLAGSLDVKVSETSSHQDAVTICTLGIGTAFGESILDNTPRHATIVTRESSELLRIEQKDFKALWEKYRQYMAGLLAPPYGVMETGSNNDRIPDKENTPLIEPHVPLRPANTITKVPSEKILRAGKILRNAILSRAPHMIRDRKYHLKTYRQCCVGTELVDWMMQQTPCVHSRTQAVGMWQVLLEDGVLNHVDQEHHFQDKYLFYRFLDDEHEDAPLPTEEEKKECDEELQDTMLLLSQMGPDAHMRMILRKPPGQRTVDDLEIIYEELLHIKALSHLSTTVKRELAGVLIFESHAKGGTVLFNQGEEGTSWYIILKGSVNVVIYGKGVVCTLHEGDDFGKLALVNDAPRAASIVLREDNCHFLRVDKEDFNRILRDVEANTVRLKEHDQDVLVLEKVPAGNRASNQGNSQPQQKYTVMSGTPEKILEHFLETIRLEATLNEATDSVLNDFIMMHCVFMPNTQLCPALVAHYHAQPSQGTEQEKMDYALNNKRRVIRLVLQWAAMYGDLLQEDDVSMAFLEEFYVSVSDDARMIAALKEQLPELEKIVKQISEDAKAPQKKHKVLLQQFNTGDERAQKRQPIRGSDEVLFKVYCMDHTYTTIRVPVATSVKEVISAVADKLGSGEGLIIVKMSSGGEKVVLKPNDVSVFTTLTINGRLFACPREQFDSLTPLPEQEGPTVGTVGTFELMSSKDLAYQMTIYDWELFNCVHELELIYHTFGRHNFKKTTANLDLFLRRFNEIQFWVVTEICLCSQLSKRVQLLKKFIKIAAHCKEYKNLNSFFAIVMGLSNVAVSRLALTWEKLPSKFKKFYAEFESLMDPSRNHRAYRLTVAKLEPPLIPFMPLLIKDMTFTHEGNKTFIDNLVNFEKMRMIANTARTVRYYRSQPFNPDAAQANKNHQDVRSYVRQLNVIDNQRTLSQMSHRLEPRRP
# Mm-Cpn inhibitor: inhibitors of Methanococcus maripaludis chaperonin (MmCpn) | purified Mm-Cpn ATPase, ADP Transcreener TR-FRET | Potency, µM (highest dose often 76.9 µM), without a hit: at the top dose activity, negative = inhibition, hits mostly inhibitors | 0.031% of 330,000 active | AID 504842; also: potency is read from the fitted curve at half-maximal effect; % is scaled to controls: 0 for no effect and ±100 for the full control effect; nearly all actives have a fitted effect of over 80% in size
#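 25 nM Mm-CPN + cpd, 10 min 37°C; + 10 uM ATP, 30 min 37°C; buffer 30 mM Tris pH 7.4, 100 mM KCl, 5 mM MgCl2, 1 mM DTT; Transcreener ADP HTRF detection 30 min RT.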
# EPAC2 agonist: agonists of human EPAC2 (RAPGEF4). EPAC2 activation, biochemical qHTS; response scale: 100% = 6.5 mM cAMP response. Potency, µM (series often up to 154 µM), without a hit: top-dose activation, most hits filed as activators. 0.079% of 360,000 active; also: potency is read from the fitted curve at half-maximal effect; nearly all actives have a fitted effect of over 50% in size
#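 Each well held 100 nM EPAC2, 250 nM RAP1B-BODIPY-GDP and 50 uM GDP. Fluorescence, read at 5-min intervals to 30 min, was referenced to a 6.5 mM cAMP positive control.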
# pAkt inh: blocks phosphorylation of Akt | Neuro2A IGF-stimulated pAkt S473 HTRF, 20 min; hits give low values | activity change, % for hits at 50 µM | 0.32% of 360,000 active; in the data active = activity change below about -80%; inconclusive = mostly about -51% to -80%; also: % is scaled to controls: 0 for no effect and ±100 for the full control effect
#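 Neuro2A cells (4,500/well, DMEM with 0.5% FBS) were treated with compound at a single 50 µM final concentration, stimulated with 6 nM IGF for 20 min at 37 °C, and lysed. Phospho-Akt Ser473 was read by HTRF as 665/615 ratio ×10^4.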
# Nrf2 ARE act: activators of Nrf2 (ARE) signaling; AREc32 ARE-luciferase reporter (MCF7-derived line), luminescence, 24 h; Potency, µM (top dose mostly 46.1 µM), without a hit: at the highest dose activation, actives largely listed as activators; 0.31% of 410,000 active; AID 624171; also: potency is read from the fitted curve at half-maximal effect; % of control where 0% means no effect; nearly all actives have a fitted effect of over 65% in size
#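 Luciferase luminescence (Steady-Glo, 30 min at room temperature) served as the read-out of ARE activation in AREc32 cells treated with compounds for 24 hr at 37 deg C.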
# CCT modulator: changes cytosolic chaperonin activity. purified chaperonin ATPase assay, HTRF ADP detection, 30 min. activity change, % (test concentration not listed), hits read low. 0.3% of 360,000 active. AID 651819; in the data active = activity change below about -30%; also: % is scaled to controls: 0 for no effect and ±100 for the full control effect
#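 Enzyme 40 or 20 nM (batch-dependent) in Tris pH 7.4/KCl/MgCl2/DTT; cpd 76 uM single point; ATP 10 uM; 30 min 37 °C; Transcreener ADP HTRF detection, 30 min RT; ratio 665/615.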
# Nrf2 block: Nrf2 pathway inhibition. A549 ARE-Fluc reporter, luciferase luminescence, 18-24 h. Potency, µM (titrated, usually from 46 µM), inactives show at the highest dose activity change, negative = inhibition, hits mostly inhibitors. 2.1% of 360,000 active; also: potency is read from the fitted curve at half-maximal effect; % is scaled to controls: 0 for no effect and ±100 for the full control effect; nearly all actives have a fitted effect of over 60% in size
#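 Concentration-response testing used A549 ARE_Fluc cells at 5000 cells/well. Following an 18-24 h compound incubation, viability was read by fluorescence (Ex 405/Em 525) and luciferase output by luminescence.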
# A549 viability: A549 cytotoxicity, counter-screen for Nrf2 inhibitors. A549 ARE-Fluc cells, CellTiter-Fluor viability, 18-24 h. Potency, µM (top dose mostly 46 µM), inactives show at the top dose activity change, negative = cytotoxicity, actives largely listed as inhibitors. 0.16% of 390,000 active; also: potency is read from the fitted curve at half-maximal effect; % is scaled to controls: 0 for no effect and ±100 for the full control effect
#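 A549 ARE-Fluc cells in 5% FBS OPTI-MEM, 5000 cells/well, rested 2 h then exposed to compounds in concentration-response for 18-24 h at 37 °C. Viability by CellTiter-Fluor fluorescence (Ex 405/Em 525) after 30 min; luciferase luminescence (BugLite, 15 min, RT) read afterwards.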
# The depositor's hits bear a star; i = inactive; ? = inconclusive; . = no result given; [ ] = another dose, or the depositor's remark. Unless noted, calls follow the shape of the dose curve; as a rule, active = well fitted curve in the direction sought with a large enough effect; inconclusive = small, poorly fitted or top-dose-only effect, or another doubt; inactive = no such curve, though single readings can be large; an effect the other way counts as inactive or inconclusive. Some of the compounds tested; the hit share may differ from the screen's.
SMILES,TGFb inhibitor,EPAC2 antag,Mm-Cpn inhibitor,EPAC2 agonist,pAkt inh,Nrf2 ARE act,CCT modulator,Nrf2 block,A549 viability
O=C(NCCCNCc1ccccc1)c1ccncc1,0%,1%,-1%,7%,.,-0.7%,-0.1,-21%,-7%
CCCCOc1ccc(C(=O)NCC(=O)OCCCOC(=O)CNC(=O)c2ccc(OCCCC)cc2)cc1,-4%,-7%,.,-7%,i,-0.5%,1.0,.,.
CCc1nc(Nc2ccncc2)c2oc3ccccc3c2n1,?,6%,-3%,-1%,i,10%,-2.7,-11%,-19%
COCCN(C(=O)Nc1ccccc1)c1ccccc1C,-2%,-1%,1%,6%,i,-0.1%,-0.8,0%,-6%
O=C1NC(=O)C(=Cc2ccccc2[N+](=O)[O-])S1,-5%,79µM*,.,11%,i,10%,0.6,8%,-18%
CCc1ccc2[nH]c(=O)c(CN(CCN3CCOCC3)C(=O)Nc3ccccc3F)cc2c1,-2%,8%,0%,0%[15.6 µM],.,5.4%,-1.4,6%,0%
CCCC(=O)C1=C(O)C(C(=O)OC)C(C)(C)CC1=Nc1cccc2ccccc12 (stereo not given),?,5%,-4%,4%,i,4.5%,-1.2,?,-8%
CCN(CC(=O)NC(C)C)C(=O)C(CCSC)NC(=O)c1cccc(C)c1 (stereo not given),?,2%[57.1 µM],1%,-3%,i,-0.4%,-1.9,-2%,-12%
C[N+](C)(C)CC(O)CC(=O)O (stereo not given),-2%,4%,1%,1%,i,-0.6%,0.8,7%,-10%
COc1ccc2oc(C(=O)NCc3ccccc3CN3CCCC3)c(C)c2c1,-2%,-6%,-5%,12%,i,2.3%,-6.0,-11%,5%
CC(=O)Nc1sc2c(c1C#N)CC(C)(C)NC2(C)C,0%,6%,-1%,-2%,i,-0.1%,0.5,11%,-3%
CCCCCCSc1ccc(-c2nc3ccc(C)cn3c2NCCCC)cc1OC,.,-7%,.,5%,i,1.0%,-0.6,.,.
CN(C)S(=O)(=O)c1cccc(NC(=O)/C=C/c2ccccc2[N+](=O)[O-])c1,-10%,3%,0%,0%,i,?,1.0,5%,-1%
Cc1cccc(N2CCN(C(=O)Cc3ccc(Br)cc3)CC2)c1C,?,3%,.,26%,i,5.8%,0.0,?,-19%
O=S1(=O)c2ccc(Br)cc2N2CC[C@H](C2)N1Cc1ccc(Cl)cc1,-17%,-23%,.,8%,i,2.4%,-0.8,-2%,11%
CCCc1cc(=O)[nH]c(SCC(=O)N(CC(C)C)C2CCS(=O)(=O)C2)n1 (stereo not given),3%,2%,1%,-1%,i,0.2%,-2.3,-15%,-8%
CCOC(=O)c1c(C)[nH]c(C)c1S(=O)(=O)NCCCc1ccco1,-6%,-14%,1%,-3%,i,0.3%,-1.7,-10%,0%
CCn1c(=O)c(-[n+]2ccccc2)c(O)c2ccccc21,4%,-3%,0%,-15%,i,-0.4%,-3.9,?,2%
Cc1ccc2c(c1)NC(=O)C(CC(=O)Nc1cc(Cl)ccc1C)O2 (stereo not given),?,.,.,.,.,-1.0%,.,15%,6%
CCC(=O)NC(Cc1ccccc1)c1ccc2c(c1)OCCCO2 (stereo not given),-6%,-2%,3%,-4%,i,2.0%,-21,13%,0%
O=C(Cn1c(=O)n2nc(-c3ccccc3)nc2c2ccccc21)Nc1ccccc1C(F)(F)F,-2%,.,.,.,.,2.8%,.,1%,0%
O=c1[nH]c2cc3c(cc2cc1CN(CCc1ccccc1)Cc1nnnn1CC1CCCO1)OCO3 (stereo not given),?,2%,-3%,0%,i,-0.3%,-2.1,-12%,1%
Cc1ccccc1NC(=O)c1ccc(Cl)c(NC(=O)c2ccncc2)c1,13%,1%,0%,6%,i,0.4%,-0.7,2%,-4%
COc1ccc(OC)c(NC(=O)c2csnn2)c1,-1%,.,.,.,.,18%,.,0%,-6%
CC[C@]12c3[nH]c4cc(-c5ccco5)ccc4c3CCN1C(=O)[C@@H](CC(=O)NCc1ccco1)C[C@@H]2C(=O)N1CCN(C(=O)c2ccco2)CC1,?,2%,-2%,3%,i,6.1%,-1.9,1%,-4%
O=C(NCCCN1CCOCC1)c1ccc2c(c1)N(Cc1c(F)cccc1Cl)C(=O)c1ccccc1S2,?,-4%,-4%,17%,i,23%,0.5,-2%,-6%
CC(C)CN1CCN(Cc2cccc3nccnc23)CC1CCO (stereo not given),-9%,8%,-1%,-1%,i,0.3%,-0.8,?,5%
O=C(CN1CCSC1=O)N1CCN(S(=O)(=O)c2ccc(F)cc2)CC1,0%,-2%,0%,16%,i,-0.1%,-13,8%,4%
Cc1cc(C)c(C(=O)COC(=O)c2cc([N+](=O)[O-])ccc2NCCO)cc1C,7%,17%,2%,20%,i,5.2%,2.9,?,-9%
Cc1c(Cl)cccc1NC(=O)Nc1nnc(N(C)C2CCCCC2)s1,1%,.,.,.,.,-0.2%,.,18µM*,-2%
CCn1cc(C(=O)N2CCN(Cc3ccc4c(c3)OCO4)CC2)c2cc(OC)c(OC)cc2c1=O,1%,13%,1%,3%,i,0.0%,-1.0,5%,-2%
O=C(Nc1ccc2c(c1)OCO2)c1cc(C2CCCCN2C(=O)CCc2ccccc2)on1 (stereo not given),?,14%,.,4%,i,6.3%,0.9,.,.
CCN1CCN(C(=O)c2ccc(Cn3c(=O)[nH]c4cc(OC)c(OC)cc4c3=O)cc2)CC1,-5%,11%,0%,-3%,i,0.2%,0.9,6%,11%
COc1ccccc1NC(=O)Nc1ccnn1Cc1cccs1,-3%,-8%,0%,5%,i,3.0%,-4.0,-14%,13%
Cc1ccc(C2CC(c3ccccc3Cl)n3nc(N)nc3N2)cc1 (stereo not given),12%,-8%,-4%,3%,i,-0.9%,-0.1,-30%,-6%
Cc1ccc(-n2c(-c3ccccc3)c[n+]3c2CCC3)cc1,-24%,-4%,2%,1%,i,-0.3%,-0.3,5.8µM*,?
CCc1nnc2c3ccccc3nc(N3CCN(c4cc(Cl)ccc4C)CC3)n12,-18%,.,.,.,.,0.4%,.,19%,1%
CCOC(=O)C(CC)/C(C)=N/NC(=O)c1ccccc1[N+](=O)[O-] (stereo not given),-5%,4%,2%,9%,i,-0.6%,-2.3,2%,-8%
CCOc1ccc(CCNC(=O)c2cccs2)cc1OCC,-1%,-6%,2%,3%,i,-0.3%,0.1,0%,-1%
O=C(c1ccco1)N(Cc1ccco1)Cc1cc2ccccc2[nH]c1=O,4%,-1%,1%,9%,i,0.0%,-0.8,-7%,2%

# In another format: two of the compounds above
# Values run as follows: TGFb inhibitor	EPAC2 antag	Mm-Cpn inhibitor	EPAC2 agonist	pAkt inh	Nrf2 ARE act	CCT modulator	Nrf2 block	A549 viability
- CCOc1ccc(CCNC(=O)c2cccs2)cc1OCC
 : -1%	-6%	2%	3%	i	-0.3%	0.1	0%	-1%
- CCCCCCSc1ccc(-c2nc3ccc(C)cn3c2NCCCC)cc1OC
 : .	-7%	.	5%	i	1.0%	-0.6	.	.

# (list continues)
SMILES,TGFb inhibitor,EPAC2 antag,Mm-Cpn inhibitor,EPAC2 agonist,pAkt inh,Nrf2 ARE act,CCT modulator,Nrf2 block,A549 viability
O=C(CC1Oc2ccc(Cl)cc2NC1=O)NCc1ccccc1 (stereo not given),-15%,.,.,.,.,4.9%,.,-19%,0%
CCN(CC(=O)Nc1ccc(NC(C)=O)cc1)C(=O)c1ccccc1CCc1ccccc1,0%,1%,-4%,14%,i,-0.4%,0.7,-7%,-4%
Cc1oc(-c2ccc(Cl)cc2)nc1CN1CCC(C(=O)N2CCc3ccccc3C2)CC1,-2%,-4%,-9%,19%,i,2.6%,-3.4,-6%,5%
CC(C)C[C@H]1COc2cccc(N3CCSCC3)c2S(=O)(=O)N1,.,2%,.,5%,i,0.3%,-0.7,.,.
CCCCNC(=O)c1nc(C2CCN(S(=O)(=O)c3ccccc3C(F)(F)F)CC2)oc1-c1cccc(C(F)(F)F)c1,-4%,-6%,.,5%,i,0.1%,2.1,.,.
COc1ccc(-c2oc3ccc(N4CCOCC4)cc3c2C#CCO)cc1,15%,-14%,.,17%,i,-0.6%,1.9,18µM*,-9%
CC(C)CC1C(=O)N(Cc2cn(CCC3OCCCO3)nn2)CCS(=O)(=O)N1Cc1ccc(-c2ccncc2)cc1 (stereo not given),2%,-26%,.,7%,i,3.2%,-2.3,.,.
CC1(C(=O)NS(=O)(=O)c2cccs2)CCN1C(=O)c1cccc(F)c1 (stereo not given),4%,-5%,.,3%,i,0.1%[9.22 µM],0.5,.,.
CC1(C(=O)NS(=O)(=O)Cc2cccc(Cl)c2)CCN1C(=O)C1(c2ccc(Cl)cc2)CC1 (stereo not given),2%,-1%,.,4%,i,-1.2%,-1.1,.,.
O=C(NNc1nc2c(F)cc(F)cc2s1)C1=COCCO1,1%,8%,-1%,7%,i,3.6%,0.7,0%,-3%
CCc1ccc(NC(=O)C(=O)c2ccccc2NC(C)=O)cc1,-16%,-2%,0%,-7%,i,6.0%,-1.7,-15%,0%
COc1ccccc1C(=O)NC1CCN(C(=S)NCCc2ccccc2)CC1,-31%,-3%,2%,16%,i,-0.6%,0.2,-15%,8%
CC1(C)OC2CC3C4CC=C5CC(O)CCC5(C)C4CCC3(C)C2(C(=O)CO)O1 (stereo not given),-2%,4%,.,-1%,i,2.1%,0.4,-5%,1%
Cc1cc(C(=O)N/N=C/c2c(C)nn(-c3ccccc3)c2Cl)n[nH]1,?,-11%,0%,10%,i,3.9%,-3.5,-3%,-3%
CC(=O)c1ccc(NC(=O)c2sc(-n3nc(C)c(Cc4ccccc4)c3C)nc2C)cc1,0%,.,.,.,.,-1.2%,.,4%,?
